L3MBTL1 block: L3MBTL1 (human) inhibition. AlphaScreen L3MBTL1–H3K9me1 peptide binding. Potency, µM (titrated, usually from 57.1 µM), for inactives: at the top dose activity, negative = inhibition, usual class: inhibitors. Q9Y468. hit rate 0.66% among 230,000. AID 485360; further: nearly all actives have a fitted effect of over 60% in size
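Read-out is AlphaScreen signal from streptavidin donor and nickel chelate acceptor beads (10 ug/mL final each) bridging L3MBTL1 (50 nM) and biotinylated K9-monomethylated H3(1-15) peptide (75 nM), after 30 min compound exposure at room temperature.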
Tau fluor counter: counter-screen for tau fibril formation inhibitors; tau K18 P301L Alexa594 fluorescence, heparin fibrillization; Potency, µM (top dose mostly 57.7 µM), inactives show top-dose activity change, negative = decrease; hit rate 0.93% among 280,000; further: nearly all actives have a fitted effect of over 55% in size
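Human K18 P301L tau (15 uM unlabeled plus 0.24 uM Alexa 594-labeled, final) in 100 mM sodium acetate pH 7 was mixed with compound and 20 uM heparin and incubated 6 hr at 37 C.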
TexasRed fluor: Texas Red fluorescence interference in TRb-SRC2 counter-screen. hit rate 0.29% among 280,000. Potency, µM (top dose mostly 106 µM), for inactives: at the top dose fluorescence change, negative = quenching. AID 1479. TRb/SRC2 Texas Red total fluorescence interference; active means well fitted curve in either direction with a large enough effect; inconclusive means small, poorly fitted or top-dose-only effect
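Human TRb ligand-binding domain at 0.6 uM with 20 nM Texas Red SRC2 peptide in Tris buffer containing 1 uM T3 and 5% DMSO, incubated with compound 5 h at ambient temperature. Total fluorescence (555/632 nm) calculated as parallel + 2 × perpendicular.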
ALDH1A1 inh: blocks purified human ALDH1A1 activity; AID 1030; hit rate 7.3% among 220,000; Potency, µM (top dose mostly 75.3 µM), without a hit: at the top dose activity, negative = inhibition, most hits filed as inhibitors; P00352; Purified ALDH1A1, NADH fluorescence, propionaldehyde substrate; active means well fitted inhibition curve with a large enough effect, not every such curve was filed as active; inconclusive means small, poorly fitted or top-dose-only effect, or another doubt; inactive means no such curve, though single readings can be large or run the other way;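 further: plate controls were no enzyme wells and a reference inhibitor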
Target sequence (P00352 whole entry, looked up): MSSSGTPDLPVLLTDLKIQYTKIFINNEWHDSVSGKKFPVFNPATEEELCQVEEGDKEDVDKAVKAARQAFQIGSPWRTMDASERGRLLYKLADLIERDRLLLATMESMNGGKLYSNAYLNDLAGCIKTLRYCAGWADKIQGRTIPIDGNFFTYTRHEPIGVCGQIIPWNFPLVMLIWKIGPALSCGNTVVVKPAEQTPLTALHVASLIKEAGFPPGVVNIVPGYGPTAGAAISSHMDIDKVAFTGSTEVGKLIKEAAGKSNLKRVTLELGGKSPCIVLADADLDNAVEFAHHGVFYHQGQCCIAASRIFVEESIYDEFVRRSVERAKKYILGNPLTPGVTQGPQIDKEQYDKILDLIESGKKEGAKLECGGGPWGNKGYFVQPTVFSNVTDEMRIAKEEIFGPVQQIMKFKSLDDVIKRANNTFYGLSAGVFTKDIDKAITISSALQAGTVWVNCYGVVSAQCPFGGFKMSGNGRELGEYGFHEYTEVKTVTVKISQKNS
aGal spleen mod: alpha-galactosidase A (human) modulation. P06280. human spleen homogenate, 4MU-alpha-Gal fluorescence, 40 min. Potency, µM (series often up to 80 µM), inactives show at the highest dose activity change, negative = inhibition, actives largely listed as inhibitors. hit rate 0.008% among 240,000. AID 2107;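 further: 0% = enzyme with vehicle and -100% = no enzyme basal signal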
Target sequence (P06280 32-429 limits assumed): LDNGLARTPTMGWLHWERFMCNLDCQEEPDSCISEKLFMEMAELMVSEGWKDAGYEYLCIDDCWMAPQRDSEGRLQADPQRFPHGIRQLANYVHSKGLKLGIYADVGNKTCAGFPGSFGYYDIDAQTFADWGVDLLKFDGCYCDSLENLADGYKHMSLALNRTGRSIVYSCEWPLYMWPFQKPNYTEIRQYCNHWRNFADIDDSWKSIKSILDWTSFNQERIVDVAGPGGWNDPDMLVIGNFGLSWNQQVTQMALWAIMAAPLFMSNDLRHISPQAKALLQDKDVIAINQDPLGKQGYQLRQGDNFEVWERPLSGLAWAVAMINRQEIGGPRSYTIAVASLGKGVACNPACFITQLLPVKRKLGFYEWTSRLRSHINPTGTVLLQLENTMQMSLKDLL
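Human spleen homogenate (1 ug) was the enzyme source, with 4-methylumbelliferyl-alpha-D-galactopyranoside (1 mM final) in pH 5.0 citrate buffer with 0.01% Tween-20. Compounds were titrated; after 40 min at 37C, NaOH/glycine stop, 4-MU fluorescence read; AC50 from Hill fits.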
Tau fibril FP: tau fibrillization inhibition (FP) | Potency, µM (highest dose often 57.7 µM), for the others: top-dose activity, negative = inhibition, hits mostly inhibitors | K18 P301L tau heparin fibrillization, Alexa594 FP, 6 h | hit rate 0.39% among 280,000 | P10636; further: nearly all actives have a fitted effect of over 55% in size
Target sequence (P10636 561-689 P618L limits assumed): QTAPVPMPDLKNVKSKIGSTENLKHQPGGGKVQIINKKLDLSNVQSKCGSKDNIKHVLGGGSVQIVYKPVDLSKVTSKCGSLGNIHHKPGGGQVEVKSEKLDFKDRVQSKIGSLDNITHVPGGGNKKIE
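Human tau K18 […] P301L fragment, 15 uM unlabeled plus 0.24 uM Alexa 594-labeled tau (final), with compound and 20 uM heparin in 100 mM sodium acetate pH 7; 6 hr at 37 C, then Alexa 594 FP read.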
Tau fibril ThT: inhibitors of human tau fibril formation, thioflavin T binding; Potency, µM (highest dose often 57.4 µM), for the others: at the highest dose activity, negative = inhibition, most hits filed as inhibitors; recombinant tau K18 P301L (four-repeat tau fragment), heparin-induced fibrillization, ThT fluorescence; hit rate 2.1% among 270,000; further: nearly all actives have a fitted effect of over 55% in size
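K18 P301L tau (15 uM + 0.24 uM Alexa 594-tagged), heparin 20 uM, NaOAc pH 7, 6 h 37 C; ThT 30 uM, 1 h RT, ex 450/em 510 nm.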
TRb-SRC2 inh: TRbeta-SRC2 interaction inhibition; P10828; TRbeta-SRC2 peptide binding, fluorescence polarization; receptor liganded with 1 µM T3; Potency, µM (top dose mostly 106 µM), for the others: at the highest dose activity change, negative = inhibition, most hits filed as inhibitors; hit rate 0.065% among 280,000;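 further: plate controls were bound peptide for no effect and peptide without receptor for full effect; nearly all actives have a fitted effect of over 50% in size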
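Human TRb ligand-binding domain (0.6 uM) is mixed with 20 nM Texas Red SRC2 peptide and 1 uM T3; after compound addition and 5 hr at ambient temperature, polarization is measured and normalized to unbound and bound controls.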
The depositor's hits bear a star; u = inconclusive; x = no result given; & = joins results of further samples; [ ] = another dose, or the depositor's remark. Unless noted, the call rests on the fitted dose curve; in most records, active means well fitted curve in the direction sought with a large enough effect; inconclusive means small, poorly fitted or top-dose-only effect, or another doubt; inactive means no such curve, though single readings can be large; an effect the other way counts as inactive or inconclusive. Unless noted, on the % scale 0 is the no-effect control and ±100 the full control effect; potency means the concentration at half of the fitted maximal effect.

Preview (3 entries):
Second line of a record: L3MBTL1 block | Tau fluor counter | TexasRed fluor | ALDH1A1 inh | aGal spleen mod | Tau fibril FP | Tau fibril ThT | TRb-SRC2 inh
- O=C(O)c1ccccc1C(=O)c1ccc2c(c1)N(Cc1ccc(Cl)c(Cl)c1)C(=O)CO2
  -13% | -24% | 0% | 6% | 5% | 2% | u | -1%
- CC(C)Nc1nc(C#N)nc(NC(C)C)n1
  -9% | -5% | 3% | 0% | -4% | -18% | -4% | -29%
- O=C(COc1cccnc1[N+](=O)[O-])c1ccc(Cl)s1
  u | u | -16% | 0.71µM* | 6% | 10µM* | 5µM* | -19%

All compounds of this part, repeating the preview:
Second line of a record: L3MBTL1 block | Tau fluor counter | TexasRed fluor | ALDH1A1 inh | aGal spleen mod | Tau fibril FP | Tau fibril ThT | TRb-SRC2 inh
- O=C(O)c1ccccc1C(=O)c1ccc2c(c1)N(Cc1ccc(Cl)c(Cl)c1)C(=O)CO2
  -13% | -24% | 0% | 6% | 5% | 2% | u | -1%
- CC(C)Nc1nc(C#N)nc(NC(C)C)n1
  -9% | -5% | 3% | 0% | -4% | -18% | -4% | -29%
- O=C(COc1cccnc1[N+](=O)[O-])c1ccc(Cl)s1
  u | u | -16% | 0.71µM* | 6% | 10µM* | 5µM* | -19%
- CN(C)C(=S)Nc1ccc([N+](=O)[O-])cc1
  7% | 12% | 2% | u | 4% | 2% | 10% | 6%
- N#CCc1ccc(OC(=O)c2cccnc2)cc1
  -1% | -4% | 0% | 14% | -3% | 1% | -7% | 0%
- CCOC(=O)c1cc(C)[nH]c1C
  -8% | -5% | -3% | 1% | -1% | 3% | -5% | 2%
- O=C(c1ccc(Cl)cc1)n1nc(-c2cccnc2)nc1NCc1ccc(F)cc1
  x | -26% | 2% | x | x | -1% | u | -4%
- Cc1ccc2cc3cc(C(=O)N4CCN(Cc5ccccc5)CC4)sc3nc2c1
  x | 0% | 0% | 2% | -3% | 4% | 2% | -5%
- COC(=O)c1ccc(NC(=O)CSCC(=O)OCC(=O)c2ccc(Br)cc2)cc1
  x | -14% | -2% | 22µM* | 3% | 0% | u | -15%
- CCOC(=O)N1CCN(C(=O)c2cccn3c(=O)c4sccc4nc23)CC1
  0% | 7% | -4% | u | 24% | 9% | 1% | 6%
- CCOc1ccccc1Nc1sc(C(=O)c2ccccc2)c(N)c1C(=O)Nc1ccc(F)cc1
  x | -17% | 1% | x | x | u | -3% | 3%
- CC(=O)N1[C@H](C)C=C[C@]1(Cc1ccccc1)C(=O)NCCN1CCOCC1
  x | -5% | -5% | -1% | -1% | -9% | -3% | 6%
- CC1CN2C(CCC(C)C2c2ccc(Br)cc2)C(=O)O1 (stereo not given)
  x | -12%&-10%&-5%[11.6 µM] | u | 28%&-3%&11%[13.5 µM] | -5%&0%&3%[17.5 µM] | u | -5%&-7%&2%[11.5 µM] | 1%&2%&3%[11.2 µM]
- COc1ccccc1NC(=O)CCC(=O)OCc1ccc([N+](=O)[O-])cc1
  8% | -1% | -2%[53 µM] | -6% | 4% | 4% | -4% | 5%[53 µM]
- CCCc1nc(SCC(=O)c2ccc(OC)cc2)c2ccccc2n1
  x | -15% | -2% | 10µM* | 2% | -15% | u | 7%
- O=C(O)c1c(-c2ccccc2)c(-c2ccccc2)nc2ccccc12
  9% | 12% | 2% | -3% | -2% | 7% | 3% | -13%
- NC(=NCc1ccc(Cl)cc1Cl)NC(=O)c1nc(Cl)c(N)nc1N
  x | -26%&-30% | -3%&-1% | u | u | 7%&-13% | u | 0%&-2%
- Cc1cnc(C(=O)Nc2cccc(S(=O)(=O)N(C)C)c2)cn1
  -1% | -5% | 8% | u | 4% | -1% | -11% | 0%
- Cc1c(Cl)cccc1NC(=O)CCn1nc(C)c2c(C)n(-c3ccccc3)nc2c1=O
  x | -2% | -1% | x | x | 2% | 7% | 1%
- O=C1c2ccccc2C(=O)N1Cc1ccccn1
  -10% | 0% | 0% | u | 1% | 2% | 1% | 7%
- CC[N+](C)(CC)CCOC(=O)C1c2ccccc2Oc2ccccc21
  14% | x | -2% | 8%[20.9 µM] | 4%[29.1 µM] | x | x | 0%
- COc1ccc(N2CCN(c3ccc([N+](=O)[O-])cc3Cl)CC2)cc1
  -5% | -10% | -2% | 5% | -1% | -4% | u | 5%
- CC(=O)N1N=C(c2ccncc2)CC1c1ccccc1O (stereo not given)
  -10% | 5% | -5% | -6% | 2% | 0% | 16% | -9%
- COc1ccc(CCNC(=O)C2CCCCC2C(=O)O)cc1OC (stereo not given)
  -1% | -7% | -2% | 3% | -6% | 0% | -2% | 3%
- CCCCNC(=O)C1CCCN(S(=O)(=O)c2c(C)noc2/C=C/c2cccs2)C1 (stereo not given)
  x | -52% | 0% | x | 2% | 13% | x | -5%
- CCOC(=O)CSc1nc2ccccc2c(=O)n1CCN1CCOCC1
  u | -1% | -5% | -6% | -11% | 2% | -5% | -9%
- CCOC(=O)c1c(-c2ccc(C)o2)csc1NC(=S)NC(=O)c1ccc(F)cc1
  -9% | -23% | -1% | u | -7% | -17% | u | 11%
- COc1cccc(N2CC(NC(=O)c3cc(Cl)ccc3OC)CC2=O)c1 (stereo not given)
  x | -7% | -5% | x | x | -13% | -4% | -7%
- Cn1c(SCc2ccc(Br)cc2)nnc1-c1ccccn1
  -1% | -14% | 0% | x | 0% | -6% | -15% | 4%
- O=C(Nc1nc(-c2cccnc2)cs1)c1ccccc1F
  x | 3% | -1% | 2% | 8% | 3% | 1% | -6%

Complete entries from above:
CN(C)C(=S)Nc1ccc([N+](=O)[O-])cc1 in the list: L3MBTL1 block = 7%; Tau fluor counter = 12%; TexasRed fluor = 2%; ALDH1A1 inh = u; aGal spleen mod = 4%; Tau fibril FP = 2%; Tau fibril ThT = 10%; TRb-SRC2 inh = 6%
CC[N+](C)(CC)CCOC(=O)C1c2ccccc2Oc2ccccc21 in the list: L3MBTL1 block = 14%; Tau fluor counter = x; TexasRed fluor = -2%; ALDH1A1 inh = 8%[20.9 µM]; aGal spleen mod = 4%[29.1 µM]; Tau fibril FP = x; Tau fibril ThT = x; TRb-SRC2 inh = 0%
CC(C)Nc1nc(C#N)nc(NC(C)C)n1 in the list: L3MBTL1 block = -9%; Tau fluor counter = -5%; TexasRed fluor = 3%; ALDH1A1 inh = 0%; aGal spleen mod = -4%; Tau fibril FP = -18%; Tau fibril ThT = -4%; TRb-SRC2 inh = -29%

More entries
Second line of a record: L3MBTL1 block | Tau fluor counter | TexasRed fluor | ALDH1A1 inh | aGal spleen mod | Tau fibril FP | Tau fibril ThT | TRb-SRC2 inh
- O=C(CCC1CCCCC1)Nc1ncn[nH]1
  -1% | 1% | 1% | 4% | 1% | 0% | -2% | -1%
- Cc1cc(C)c2oc(C(=O)Nc3ccc(S(=O)(=O)Nc4nccs4)cc3)cc(=O)c2c1
  x | -25% | -8% | x | -3% | 1% | u | 4%
- CCC(C)(C)n1nnnc1C(c1cc2cc(OC)ccc2[nH]c1=O)N1CCc2ccccc21 (stereo not given)
  -9% | -19% | 3% | u | 2% | -9% | u | -17%
- CCc1ccc(NC(=O)C(=O)N/N=C(\C)CC(=O)NCc2ccc(Cl)cc2)cc1
  20% | 2% | 0% | u | -5% | 5% | -9% | 5%
- COC(=O)c1ccccc1NC(=O)CSc1nc(-c2ccco2)cc(C(F)(F)F)n1
  6% | -28% | 2% | 4% | -2% | -11% | u | 2%
- Cn1c(N2CCOCC2)nc(-c2ccccc2)c1-c1ccccc1
  x | -20% | 0% | u | 3% | 10% | -9% | -10%
- Cc1c2cnn(CC(=O)O)c(=O)c2c(C)n1Cc1ccccc1
  x | 0% | 0% | -8% | 2% | 8% | -7% | 3%
- CC1Cc2ccccc2N1C(=S)Nc1ccc(S(N)(=O)=O)cc1 (stereo not given)
  -10% | 3% | 1% | -5% | 5% | 2% | 1% | -1%
- CC(C)C[C@@H](CC(=O)N[C@@H](CCC(=O)O)CC(=O)O)NC(=O)[C@@H]1CNCC[C@H]1NC(=O)C[C@H](CCCN)NC(=O)C[C@H](Cc1ccccc1)NC(=O)[C@@H]1CNCC[C@H]1N
  x | -11% | -3% | -7% | -8% | -4% | -9% | 0%
- CCCCCN1N=C(C)CC1=O
  -23% | -7% | 2% | 0.63µM* | -5% | -3% | u | u
- CSc1ccc(CNC(=O)Cn2c(-c3cccs3)cc3cc(F)ccc32)cc1
  x | -15% | -3% | x | x | -18% | 7% | -2%
- CCOc1ccc(NC(=O)N2CCN3CCCCC3C2)cc1 (stereo not given)
  x | 9% | -1% | x | x | 4% | 9% | -7%
- COc1ccccc1CN(C)CC(=O)NC1CCCc2ccccc21 (stereo not given)
  1% | 3% | -4% | 11% | -8% | 8% | -5% | -3%
- Cc1ccc(C(=O)c2oc3ccccc3c2NC(=O)COc2ccc(C(C)C)cc2)cc1
  x | -7% | -6% | x | x | -12% | 2% | -6%
- CCCCNC(=O)CCn1c(=O)c2ccccc2n(Cc2cc(C)ccc2C)c1=O
  5% | 2%&2% | 4%&-2% | 12% | 2% | u | 4%&3% | 6%&9%
- Cc1ccc(CN(C(=O)c2cc(=O)c3cc(Cl)c(C)cc3o2)C2CCS(=O)(=O)C2)cc1 (stereo not given)
  -3% | -5% | -3% | -6% | -14% | 4% | -21% | -4%
- CCCN(Cc1cc2cc(OC)ccc2[nH]c1=O)C(=O)c1ccco1
  -3% | -5% | -2% | x | 6% | -2% | -15% | -5%
- COc1ccc(-c2c3c(=O)n(C)c(=O)n(C)c3c3c(-c4cccc(C)c4)nc4ccccc4n23)cc1
  x | -11% | 0% | x | x | -7% | -16% | 1%
- COc1cc(C2NC(=O)NC(c3ccccc3)=C2C(C)=O)ccc1OCC(=O)O (stereo not given)
  3% | 1% | -1% | 5% | 2% | -1% | 4% | 6%
- CCOC(=O)c1c(NC(=O)CSc2nc3cccnc3n2C)sc(C(C)=O)c1C
  9% | -12% | -1% | -2% | -11% | 1% | -17% | -9%
- CCN(CC)CCCn1c(C)cc2c(c1=O)C(c1cc(OC)c(OC)cc1OC)C(C#N)=C(N)O2 (stereo not given)
  0% | 3% | -4% | 7% | 5% | -6% | 6% | 6%
- CC(=O)Nc1ccccc1NC(=O)C/C(C)=N/NC(=O)c1ccc([N+](=O)[O-])c(Cl)c1
  -3% | 0% | 0% | 8% | -4% | 5% | -13% | 1%
- CNC(=O)COC(=O)/C=C/c1ccc(F)cc1
  -17% | 3% | -2% | 11% | -5% | 2% | -4% | 2%
